# Siah-1 displacement: Siah-1 peptide-binding antagonists, primary screen, biochemical, fluorescence polarization, rhodamine-plectin, uHTS (AID 1817); Siah-1 / rhodamine-plectin peptide fluorescence polarization; higher % means a stronger effect; displacement, % at 20 µM, or IC50 in µM where a hit was titrated; 290,000 compounds, 0.02% hits;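 active = displacement of at least 50% at 20 µM, with a fluorescence ratio check between 0.3 and a set limit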;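 note: plate controls were Siah plus tracer with DMSO for no effect and tracer alone without Siah for full effect; strong numbers were not always called active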
# RSV antiviral HEp-2: inhibition of RSV-induced cytopathic effect – HEp-2 cells, primary 10 µM value included (AID 2391); HEp-2 cells, RSV-induced CPE inhibition; higher % means a stronger effect; CPE inhibition, % at 10 µM, or IC50 in µM where a hit was titrated; 310,000 compounds, 0.13% hits; in the data active = a potency from the dose series; inconclusive = CPE inhibition mostly from about 23% at the one dose, without a potency; inactive = the rest, 99 in 100 with CPE inhibition below about 21%; note: strong numbers were not always called active
# SV40 large T antigen: TAg ATPase/helicase activity blockers – biochemical (AID 1903); inhibition, % at 20 µM, or IC50 in µM where a hit was titrated; SV40 large T antigen ATPase/helicase inhibition assay; higher % means a stronger effect; 310,000 compounds, 0.39% hits; in the data active = a potency from the dose series; inconclusive = inhibition mostly from about 32% at the one dose, without a potency; inactive = the rest, 99 in 100 with inhibition below about 32%; note: strong numbers were not always called active
# Dengue-2 NS5 capping: Dengue-2 NS5 methyltransferase inhibitors, primary screen, biochemical, confirmation dose response (AID 588689); inhibition, % at 25 µM; hits with a dose series show IC50 in µM; Dengue-2 NS5 methyltransferase capping enzyme assay, biochemical; higher % means a stronger effect; 340,000 compounds, 0.3% hits; in the data active = a potency from the dose series; inconclusive = inhibition above about 29% without an active follow-up result
# LYP phosphatase: inhibitors of LYP phosphatase, biochemical, fluorescence intensity, uHTS (AID 1779); recombinant LYP phosphatase, fluorescence intensity; higher % means a stronger effect; one-dose inhibition, % at 11.5 µM; IC50 in µM for titrated hits; 290,000 compounds, 0.054% hits; in the data active = inhibition above about 50%;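 note: plate controls were vehicle with enzyme for no effect and no enzyme for full effect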
# AID2073: disruptors of CaV2.2 binding to Mint1 – biochemical, HTRF (AID 2073). one-dose inhibition, % at 20 µM; IC50 in µM for titrated hits. 290,000 compounds, 0.19% hits. HTRF protein-protein interaction, Mint1-CaV2.2; higher % means a stronger effect; in the data active = inhibition mostly above about 51%, no sharp cut-off; inconclusive = no clear call, values can overlap the other calls; inactive = mostly below about 53%; note: some results filed as inactive read as strong as hits
# XIAP antagonists: XIAP antagonists, biochemical, IAP family, fluorescence polarization (AID 1018) | XIAP BIR domain, fluorescence polarization peptide displacement; higher % means a stronger effect | 200,000 compounds, 0.007% hits | displacement, % at 20 µM; hits with a dose series show IC50 in µM; in the data active = displacement above about 50%; note: a part of the inactive calls stands beside numbers as strong as those of hits
# Rac1 GTP hydrolysis: MgcRacGAP GTPase-activating activity inhibitors, confirmation, biochemical, ADP Hunter fluorescence; MgcRacGAP-stimulated Rac1 GTP hydrolysis, ADP Hunter fluorescence; higher % means a stronger effect; GST-tagged Rac1 F28L mutant substrate; inhibition, % at 30 µM, or IC50 in µM where a hit was titrated; 340,000 compounds, 0.6% hits;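 active = first-screen hits whose inhibition reached a set limit at any dose in the follow-up dose series; inconclusive = inhibition above the set first-screen limit but never retested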;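 note: fluorescence reports GDP produced by GAP-driven GTP hydrolysis; strong numbers were not always called active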
# HIV fusion peptide: inhibitors of HIV fusion peptide binding, primary screen, biochemical, uHTS, fluorescence dequenching (AID 1986). cell-free peptide binding, fluorescence dequenching, 30 min; higher % means a stronger effect. inhibition, % at 20 µM; hits with a dose series show IC50 in µM. 290,000 compounds, 0.3% hits; in the data active = inhibition mostly above about 52%, no sharp cut-off; inactive = mostly below about 76%; note: some results filed as inactive read as strong as hits
# Dengue-2 NS5 capping pilot replicate: recorded beside Dengue-2 NS5 capping, whose call it bears; inhibition, %; measured here: pilot screen replicate inhibition
# * = called active by the depositor; u = inconclusive; x = no result given.
SMILES,Siah-1 displacement,RSV antiviral HEp-2,SV40 large T antigen,Dengue-2 NS5 capping,LYP phosphatase,AID2073,XIAP antagonists,Rac1 GTP hydrolysis,HIV fusion peptide,others
Cc1ccc(C(=O)NCc2ccc(Cl)cc2)o1,-0.9%,3.0%,-6.4%,2.4%,-1.7%,-9.4%,-3.1%,2.9%,1.4%,
Cc1cc(C)c(C(=O)COC(=O)c2ccc(NC(=O)CC#N)cc2)cc1C,-1.7%,2.2%,7.8%,-27.7%,2.6%,25.2%,x,9.2%,9.2%,
Cc1ccc(Nc2cc(-n3nc(C)cc3C)ncn2)cc1,1.8%,-0.9%,20.7%,1.6%,6.5%,4.5%,-3.0%,6.1%,-1.4%,
C/C(=N/NC(=O)c1ccccc1)C(=O)O,2.8%,-2.0%,6.8%,-4.4%,-5.6%,-11.1%,-5.9%,2.2%,1.1%,
COCC(=O)N1CCC(Oc2ccc(C(=O)NC(C)c3csc(C)n3)cc2)CC1 (stereo not drawn),1.0%,-0.8%,-0.1%,-8.6%,-7.4%,-0.9%,x,10.6%,0.5%,
C=CCn1cc(C(=O)N2CCN(C)CC2)c(=O)c2cc(S(=O)(=O)N(CC)CC)ccc21,17.7%,2.7%,6.2%,2.6%,-3.0%,15.7%,x,3.3%,1.0%,
FC(F)(F)c1cccc(Cn2cnc(NC(=S)NCCc3ccccc3)n2)c1,4.2%,2.2%,5.9%,-11.5%,-2.5%,20.5%,-1.4%,5.8%,-1.0%,
COc1ccc(CCn2c(NN=C(C)C)nc3c2c(=O)[nH]c(=O)n3C)cc1,-7.8%,x,u,10.9%,-3.5%,-3.2%,x,-2.2%,-0.6%,
CC1(C)C=Cc2c(c3c(c4c(=O)c(-c5ccc(O)cc5)coc24)OC(C)(C)CC3)O1,-2.0%,-2.3%,5.9%,2.9%,14.2%,25.4%,-4.1%,6.2%,6.6%,
CCC(CC)c1nc(NCCC(=O)O)c2ccccc2n1,6.0%,-0.1%,2.7%,-7.0%,-0.8%,15.3%,-1.5%,5.4%,-1.3%,
COc1ccc(NC(=O)CSc2nnc(-c3ccoc3C)n2CCc2ccccc2)cc1,2.5%,0.1%,0.5%,-15.1%,-4.7%,-4.6%,-6.9%,6.3%,-2.4%,
COc1ccc(NC(=O)CC2C(=O)N(CCc3ccccc3)C(=S)N2Cc2cccnc2)cc1 (stereo not drawn),0.1%,-2.6%,14.2%,-4.8%,6.5%,-24.7%,-6.3%,3.0%,12.5%,
COc1ccc(Cl)cc1C(=O)NNC(=O)c1cccc(S(=O)(=O)N(C)C)c1,4.6%,1.2%,24.7%,1.6%,-2.8%,1.0%,-13.1%,10.2%,1.6%,
Cc1cc(Cl)ccc1OCC(=O)N/N=C1\CCCc2ccccc21,-4.7%,-1.6%,3.3%,-5.6%,3.0%,-0.2%,-6.4%,3.0%,-1.7%,
Cc1nn(C)c(C)c1CN(C)C(=O)c1cc2nc(-c3ccco3)cc(C(F)(F)F)n2n1,6.0%,0.2%,23.6%,5.4%,0.1%,5.2%,5.6%,12.6%,5.6%,
COc1ccnc(-n2cccc2C=O)c1C#N,6.3%,1.4%,19.4%,-5.2%,-1.8%,13.9%,-1.3%,6.3%,-1.7%,
COc1cccc(CNC(=O)Cc2c(C(=O)O)[nH]c3ccccc23)c1,3.5%,-0.2%,11.9%,0.7%,-1.7%,2.9%,-7.9%,10.6%,5.0%,
O=C(NCC(O)c1ccc([N+](=O)[O-])cc1)C(c1ccccc1)c1ccccc1 (stereo not drawn),5.0%,13.0%,0.8%,-2.4%,-6.0%,-4.5%,x,-0.4%,-1.0%,
COc1ccccc1NC(=O)C1Cc2ccccc2CN1C(=O)c1ccco1 (stereo not drawn),5.4%,4.4%,8.9%,0.9%,-7.8%,5.8%,x,6.1%,4.8%,
Cc1ccc(C(=O)NNC(=S)NC(=O)c2ccccc2)cc1,x,2.3%,2.9%,3.8%,x,x,x,1.6%,x,
Cc1c(NC(=O)C(C)Sc2nc3ccccc3c(=O)n2CCO)c(=O)n(-c2ccccc2)n1C (stereo not drawn),1.8%,2.8%,7.3%,-5.4%,-7.7%,-0.9%,-2.9%,6.3%,-2.1%,Dengue-2 NS5 capping pilot replicate=-1.5
CC(C)OCCCNC(=O)COCC(=O)Nc1ccc(OCCc2ccccc2)cc1,1.9%,4.3%,12.2%,-8.2%,-7.2%,-6.3%,x,10.5%,1.0%,
O=[N+]([O-])c1ccc(OCCCOc2cccc3cccnc23)cc1,12.7%,1.1%,10.8%,4.6%,-7.9%,-5.4%,x,9.3%,-1.2%,Dengue-2 NS5 capping pilot replicate=0.3
O=C(COc1ccccc1)N1CCN(c2ncnc3c2cnn3-c2ccccc2)CC1,-2.5%,-0.4%,5.3%,-0.5%,4.7%,0.5%,-6.1%,12.0%,-3.1%,
Cc1ccc(NC(=O)CSc2nnc(/N=C/N(C)C)s2)cc1,0.7%,2.7%,0.9%,-2.9%,-3.6%,3.9%,-2.2%,3.5%,-0.3%,
O=C1CN(C(=O)/C=C/c2ccc(Br)cc2)CCN1,0.0%,3.0%,5.7%,-5.9%,-1.1%,10.7%,x,x,0.4%,
NC(=O)C(=O)N/N=C1\CCc2ccccc21,-3.0%,2.0%,6.2%,0.8%,3.2%,-1.3%,-7.1%,2.1%,-1.4%,
C/C(=N\NC(=O)c1c(Br)c(C)nn1C)c1cccc(NC(=O)C2CCC2)c1,0.2%,2.5%,11.4%,x,-6.9%,-3.1%,-9.4%,3.6%,-1.2%,
Cc1cccc(Nc2nnc(SCC(=O)N(C)C3CCS(=O)(=O)C3)s2)c1C (stereo not drawn),-1.3%,2.1%,11.6%,1.5%,0.7%,-7.7%,-2.7%,-4.0%,2.3%,
Oc1ccccc1C1CCCCC1c1ccccc1 (stereo not drawn),-7.5%,6.0%,8.7%,0.7%,-5.2%,2.8%,x,x,-0.9%,
CCOCCCNC(=O)C1CCC(CNS(=O)(=O)c2ccc(F)cc2)CC1 (stereo not drawn),-0.7%,0.1%,x,-2.0%,-11.8%,6.9%,-9.5%,7.2%,-1.2%,
Cc1nc(-c2ccc(S(=O)(=O)Oc3ccc(Cl)cc3Cl)s2)cs1,1.1%,3.6%,5.9%,-7.7%,-2.7%,1.3%,x,8.7%,-1.0%,
COc1ccc(/C=N/Nc2nc(-c3ccc(Cl)cc3)cc(C(F)(F)F)n2)cc1OC,12.2%,u,21.3%,-0.7%,-6.2%,14.8%,0.5%,5.7%,-0.1%,
O=C(CSc1nnc(-c2cccc(F)c2)o1)N1CCOCC1,1.4%,1.5%,4.1%,4.2%,-5.9%,15.5%,x,8.2%,-0.6%,
Cc1ccc(N2C(=O)/C(=C/c3cccnc3)SC2=S)cc1,-4.2%,6.0%,3.6%,-11.5%,1.7%,-21.6%,-11.7%,5.6%,0.2%,
CCN(CC)c1nc(C(N)=O)cc(-c2ccccc2)n1,-2.3%,8.0%,-4.3%,2.4%,-2.8%,2.1%,-3.0%,7.3%,-2.5%,
C=CCn1c(N)cc(=O)nc1SCC(=O)N(c1ccccc1)c1ccccc1,-1.6%,1.4%,5.6%,0.0%,-4.5%,-7.9%,-5.0%,7.4%,-2.1%,
Cc1ncc([N+](=O)[O-])n1CC(=O)Nc1ccccc1,-5.7%,2.2%,4.0%,-13.2%,0.6%,-5.4%,-10.9%,4.8%,-0.5%,
O=C1NCCCC2c3c(cc(Br)c(O)c3Br)OC12N1CCCCC1 (stereo not drawn),-2.6%,0.7%,u,10.4%,0.9%,-22.0%,-19.1%,14.9%,0.6%,
CCCOC(=O)c1cccc(NC(=O)c2cccnc2)c1,3.0%,1.5%,3.6%,-9.0%,-1.9%,-3.3%,1.8%,6.9%,0.7%,
CCOc1cc(N2CCOCC2)c(OCC)cc1NC(=O)c1ccc2ccccc2n1,-7.5%,-1.0%,12.8%,6.6%,8.0%,-9.1%,-7.7%,21.1%,-0.9%,
COc1ccc(C2C(=O)N(C3CCCCC3)CC(=O)N2Cc2ccco2)cc1 (stereo not drawn),1.9%,-1.3%,6.4%,-4.2%,-1.1%,4.2%,-9.0%,8.1%,-0.7%,
O=C(Cc1ccc(S(=O)(=O)N2CCCC2)s1)N1CCN(c2ccccc2)CC1,25.2%,1.2%,16.0%,0.8%,-2.4%,10.9%,-7.1%,5.2%,1.6%,
O=C(c1ccc([N+](=O)[O-])cc1[N+](=O)[O-])N1CCCC1,-4.2%,-0.7%,4.2%,8.7%,-5.6%,4.0%,-2.2%,4.4%,-1.3%,
COc1ccc(CNC(=O)CN2CCC(NC(=O)c3ccccc3C)CC2)cc1,4.5%,0.9%,11.3%,-6.7%,-2.8%,6.8%,x,9.6%,-0.8%,
CCOc1ccc(C(C)=O)cc1CN1C(=O)NC2(CCCCCC2)C1=O,-3.5%,-0.9%,2.3%,0.0%,-3.4%,9.4%,x,3.2%,0.8%,
COc1cc(/C=N/n2c(C)nc3ccccc3c2=O)ccc1O,2.4%,-0.5%,27.6%,-1.4%,-8.6%,1.6%,x,48.5µM*,-4.3%,
CCCS(=O)(=O)N1CCC(C(=O)NCCN(C)Cc2ccccc2)CC1,0.9%,0.3%,2.2%,-1.4%,-9.4%,0.9%,-1.5%,10.0%,-1.9%,
CCOc1ccc2[nH]cc(C(=O)NCc3ccc(F)cc3)c(=O)c2c1,10.3%,14.2%,6.8%,0.0%,-2.9%,5.8%,x,-1.2%,2.1%,Dengue-2 NS5 capping pilot replicate=-3.0
CC(C)CCNC(=O)/C=C/c1ccc(Br)cc1,2.4%,3.6%,3.5%,0.7%,-1.8%,0.0%,-2.4%,5.3%,-0.9%,
# Carrying on.
SMILES,Siah-1 displacement,RSV antiviral HEp-2,SV40 large T antigen,Dengue-2 NS5 capping,LYP phosphatase,AID2073,XIAP antagonists,Rac1 GTP hydrolysis,HIV fusion peptide,others
c1ccc2c(c1)OCCOCCOCCOCCOc1ccccc1OCCOCCOCCO2,20.0%,4.6%,6.8%,-2.9%,-3.2%,-1.9%,0.4%,7.0%,-1.6%,
COc1cccc(CNCC2CCCO2)c1 (stereo not drawn),2.1%,0.8%,12.4%,-0.7%,-0.6%,5.5%,x,7.9%,-0.3%,Dengue-2 NS5 capping pilot replicate=0.9
COc1ccc2c(c1OC)C(=O)N1C2SC[C@H]1C(=O)NC1CCCC1 (stereo partly drawn),7.9%,0.9%,17.2%,19.5%,-8.2%,7.6%,x,17.8%,1.7%,
O=S(=O)(Nc1nc2ccccc2nc1NCC1CCCO1)c1cc(Cl)ccc1Cl (stereo not drawn),14.1%,-0.2%,18.7%,2.3%,-1.0%,2.8%,x,7.4%,10.4%,
